Assay outcomes: PubChem BioAssay, several laboratories
Diaph inh CS: diaphorase inhibition or chemical oxidation counter-screen; diaphorase resazurin-to-resorufin fluorescence, NADH, 16 min; bacterial (C. kluyveri) enzyme, not human; inhibition, % at 20 µM; 0.69% of 190,000 active; AID 1217;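 active means primary screen inhibition at 20 µM above a set limit, cut at about 50% in these data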;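 further: plate controls were DMSO with full reaction for no effect and wells lacking NADH for full effect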
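System: Bacterial diaphorase enzyme (C. kluyveri) | Incubation: 16-min room-temperature incubation before reading | Benchmarks: No-NADH positive control and DMSO neutral control | Measured by: Resorufin fluorescence 544/590 nm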
PMI act hi M6P: increases human PMI activity with near-saturating mannose 6-phosphate | coupled PMI enzyme assay, resazurin fluorescence, 20 min; hits give high values; 1 = untreated enzyme, 0 = substrate-free blank | AID 1216 | activation factor at 20 µM | 0.34% of 190,000 active | P34949;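 active means activation factor of 2 or more at 20 µM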
Target sequence (P34949 whole entry, looked up): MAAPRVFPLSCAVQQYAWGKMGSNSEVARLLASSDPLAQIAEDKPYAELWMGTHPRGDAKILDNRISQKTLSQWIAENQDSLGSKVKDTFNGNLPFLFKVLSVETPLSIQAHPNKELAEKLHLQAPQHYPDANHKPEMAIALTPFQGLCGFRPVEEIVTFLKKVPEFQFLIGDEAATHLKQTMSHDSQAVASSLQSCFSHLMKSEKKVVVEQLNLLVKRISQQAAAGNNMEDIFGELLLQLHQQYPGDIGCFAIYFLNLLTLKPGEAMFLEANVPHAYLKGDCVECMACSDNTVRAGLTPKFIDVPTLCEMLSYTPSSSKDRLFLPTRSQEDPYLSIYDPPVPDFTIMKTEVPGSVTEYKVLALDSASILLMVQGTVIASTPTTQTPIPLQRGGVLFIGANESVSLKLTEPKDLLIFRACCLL
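assay system = human phosphomannose isomerase with PGI, G6PDH, diaphorase coupling enzymes | quantity = 15 ng/mL PMI | incubation = enzyme reaction with compound 20 min at room temperature | medium = HEPES pH 7.4 buffer with MgCl2 and Tween-20 | compound dosing = one concentration, 20 µM, in 1% DMSO | measured by = Diaphorase-driven resazurin-to-resorufin fluorescence, excitation 544, emission 590 nm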
TNAP inh hiacc: blocks human TNAP under high phosphate acceptor concentration; P05186; purified TNAP, CDP-star luminescence, 1 M DEA; inhibition, % at 20 µM; 0.03% of 200,000 active; AID 1135;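 active means over 50% inhibition of tissue-nonspecific alkaline phosphatase at 20 µM in the single-dose screen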;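 further: plate controls were DMSO wells for no effect and EDTA-quenched wells as full inhibition for full effect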
Target sequence (P05186 whole entry, looked up): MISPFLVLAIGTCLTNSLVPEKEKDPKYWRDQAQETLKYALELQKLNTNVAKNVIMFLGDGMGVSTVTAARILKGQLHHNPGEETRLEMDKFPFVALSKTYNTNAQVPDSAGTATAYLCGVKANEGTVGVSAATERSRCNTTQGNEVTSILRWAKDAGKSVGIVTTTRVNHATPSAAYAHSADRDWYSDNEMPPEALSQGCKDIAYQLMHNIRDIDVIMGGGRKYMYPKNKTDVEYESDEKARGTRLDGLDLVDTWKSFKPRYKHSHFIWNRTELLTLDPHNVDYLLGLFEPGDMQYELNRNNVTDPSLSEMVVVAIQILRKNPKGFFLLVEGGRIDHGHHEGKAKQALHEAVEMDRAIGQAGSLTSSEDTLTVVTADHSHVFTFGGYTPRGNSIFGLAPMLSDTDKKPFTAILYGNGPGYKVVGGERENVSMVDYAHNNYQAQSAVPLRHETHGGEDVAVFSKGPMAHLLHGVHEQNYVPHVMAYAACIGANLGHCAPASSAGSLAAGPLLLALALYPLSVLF
TNAP inh no acc: blocks human TNAP activity with no phosphate acceptor present; P05186; purified TNAP, CDP-star luminescence, 30 min; inhibition, % at 20 µM; 0.26% of 200,000 active;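 active means tissue-nonspecific alkaline phosphatase inhibition above about 50% at 20 µM in the single-dose screen, limit read from the data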;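 further: 0% = DMSO negative control and 100% = EDTA positive control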
G6PDH CS: inhibits Leuconostoc G6PDH, flagging false hits in G6PDH-based assays. Purified L. mesenteroides G6PDH, diaphorase/resazurin coupled fluorescence, 45 min. inhibition, % at 5 µM. 0.12% of 200,000 active. AID 1020; in the data active means inhibition above about 50%
FLuc act counter: firefly luciferase counter-screen for stimulation assays; P08659; 200,000 tested, under 10 active; AID 1027; ATPlite luciferase biochemical, luminescence, 10 min; 0 = ATP-free wells, 1 = DMSO control; activation factor at 10 µM;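 active means luciferase activation factor, scaled between plate controls, of at least 2 with compound at 10 µM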
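Assay system: Luciferase/luciferin detection reagent, cell-free biochemical luciferase assay / Also added: ATP substrate / Schedule: 10 min at ambient temperature / Measured by: luminescence measurement of luciferase light output / Benchmarks: low control with PBS replacing ATP, high control enzyme plus ATP without compound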
Efa HMGR inh: E. faecalis class II HMG-CoA reductase inhibition; inhibition, % at 10 µM; 0.41% of 190,000 active; purified E. faecalis HMGR, NADPH absorbance 340 nm kinetic;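 active means inhibition above a set limit, the median over all tested compounds plus 3 SD, cut at about 9.5% in these data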;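 further: enzyme runs in reverse so mevalonate oxidation gives rising NADPH absorbance; 0% = complete reaction with DMSO and 100% = background rate lacking mevalonate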
Diaph act CS: counter-screen for diaphorase-based assays: diaphorase activators and chemical reducers | Diaphorase/resazurin coupled assay, resorufin fluorescence, 16 min; hits give high values; 1 = vehicle wells, 0 = NADH-free wells | activation factor at 20 µM | 0.005% of 190,000 active | AID 1229;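 active means diaphorase activity raised at least twofold by the compound at 20 µM; inactive means activation factor below 2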
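Material: purified diaphorase enzyme from Clostridium kluyveri / Medium: HEPES pH 7.4 buffer with MgCl2 and Tween 20 / Schedule: enzyme reaction of 16 min at room temperature / Measured by: resorufin fluorescence, excitation 544 nm, emission 590 nm / Evaluation: rise in resorufin formation, marking diaphorase activation or chemical reduction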
PMI activator: activators of human phosphomannose isomerase; P34949; purified human PMI, coupled resazurin fluorescence, 20 min; hits give high values; 1 = vehicle control, 0 substrate-free wells; activation factor at 20 µM; 0.005% of 190,000 active;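 active means activation factor of 2 or more at 20 µM, relative to plate controls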
TNAP act hiacc: TNAP (human) activation, high acceptor. P05186. purified TNAP, CDP-star luminescence, 1 M DEA, 30 min; hits give high values; 0 = EDTA background, 1 = DMSO-only activity. activation factor at 20 µM. 200,000 tested, under 10 active;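 active means activation factor at least 2 at 20 µM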
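Measured by: Luminescent substrate turnover signal | Test system: Human TNAP | Input: TNAP 1/800 final | Dosing: 20 µM single point | Schedule: 30 min, room temperature | Controls: EDTA wells as negative control, DMSO wells as positive control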
Starred values were filed as active, the others as inactive; · = no result given.

Structure	Diaph inh CS	PMI act hi M6P	TNAP inh hiacc	TNAP inh no acc	G6PDH CS	FLuc act counter	Efa HMGR inh	Diaph act CS	PMI activator	TNAP act hiacc
Cn1c(=O)c2c(nc(N/N=C/c3ccc(OC(=O)c4ccco4)cc3)n2Cc2ccc(F)cc2)n(C)c1=O	25.2	1.5	4.4	-105.2	-16.0	1	-5.4	0.7	1.3	1
CCOC(=O)C(NC(=O)Nc1ccc(C(N)=O)cc1)(c1ccccc1)C(F)(F)F (stereo unspecified)	10.4	1.1	-4.0	-10.1	2.5	1	5.9	0.9	1.1	1
COc1cc(C2C(C#N)=C(N)Oc3n[nH]c(-c4cccnc4)c32)cc(Br)c1O (stereo unspecified)	20.9	0.8	24.1	38.7	1.1	1	2.3	0.8	1	0.8
CSCCC(NS(=O)(=O)c1ccc(Cl)c(Cl)c1)C(=O)O (stereo unspecified)	4.6	1.1	-0.4	-6.5	1.0	1	2.0	1	1.1	1
COc1cc2c(cc1OC)CN(C(=O)CC1CC3CCC1C3)CC2 (stereo unspecified)	21.4	0.7	-7.5	-11.2	15.7	1	-7.0	0.8	0.9	1.1
Cc1sc2nc(C(C)C)nc(SCC(=O)N3c4ccccc4CC3C)c2c1C (stereo unspecified)	0.0	0.9	-2.9	-7.1	-18.6	1.1	-0.3	1	0.9	1
Cc1ccc(NC(=O)c2sc3nc4c(c(-c5ccco5)c3c2N)CCC4)cc1	46.2	0.9	1.2	-5.7	6.2	1	-0.2	0.5	1.1	1
CCCn1c2ccccc2c2nnc(SCC(=O)Nc3c(C)n(C)n(-c4ccccc4)c3=O)nc21	14.7	0.9	-1.4	-5.2	0.5	1	-0.5	0.9	0.9	1
COc1cc2[nH]c3c(N4CCN(c5ccccn5)CC4)ncnc3c2cc1OC	8.3	0.9	-4.6	-17.9	0.4	1	4.8	0.9	1	1
CCc1cn(S(=O)(=O)c2ccccc2OC)nc1N	6.6	1	-4.6	-12.5	-0.8	1	-1.8	0.9	1	1
CC(=O)N1N=C(c2ccc(C)cc2)OC1c1ccc(Br)cc1 (stereo unspecified)	5.4	0.9	-2.4	-6.2	0.7	0.9	-8.3	0.9	0.9	1
CCOc1cc(CNc2ccc(Br)cc2)cc(Br)c1OCC(=O)NC(C)(C)C	22.9	0.9	-9.5	-5.5	1.6	1.1	0.6	0.8	0.9	1.1
Cc1ccc(S(=O)(=O)NCCSc2ncccn2)cc1	·	·	-2.3	-4.2	9.1	1	-3.4	·	·	1
COc1ccc(CCNC(=O)Cn2c(=O)n(Cc3ccco3)c(=O)c3ccc(Cl)cc32)cc1OC	17.4	1	3.8	8.1	2.3	1	-1.8	0.8	1	1
c1ccc2oc(C3=NNC(=NC4CC4)SC3)cc2c1	19.0	0.9	5.3	1.4	-3.6	0.2	2.0	0.8	0.8	0.9
O=C(CCSc1nc(-c2ccc3c(c2)OCO3)cc(C(F)(F)F)n1)NCc1ccccc1	3.1	1	2.3	-4.0	2.1	1	4.3	1	1	1
N#Cc1ccccc1OCC(=O)NC(N)=O	8.6	1	-0.2	-4.8	-6.6	1	0.0	0.9	1	1
O=C(O)c1ccc(Nc2nc(-c3cccnc3)nc3ccccc23)cc1	20.0	1	-7.0	-12.4	8.7	1	-6.6	0.8	1.1	1.1
CC[C@H](C)[C@@H](C(=O)N1CCNCC1)n1cc([C@@H](N)CC(C)C)nn1	17.5	1.1	-7.4	-13.3	8.0	1	-3.7	0.8	1.1	1.1
Cc1cnn(C(=O)c2ccccc2Br)c1	3.6	0.9	-0.1	-5.7	2.9	1	3.9	1	0.9	1
Cn1c(Cc2cccc3ccccc23)nnc1SCc1ccc([N+](=O)[O-])cc1	14.4	1	1.7	-66.7	13.6	1.1	-5.9	0.9	0.9	1
CCOC(=O)C1CCCN(C(=O)/C=C/c2ccc(OC)cc2)C1 (stereo unspecified)	12.4	1	-0.7	-4.6	3.1	1	0.9	0.9	0.9	1
O=c1cc(-c2ccccc2)c2c([nH]1)CCCC2	1.3	1.1	-6.2	-9.7	0.6	1.1	-7.2	1	1.1	1.1
COc1ccc(NC(=O)Nc2ccccc2F)c([N+](=O)[O-])c1	-13.7	1	-0.9	-24.4	14.9	0.9	-4.1	1.1	1	1
Cc1cc(C(=O)COC(=O)C2COc3ccccc3O2)c(C)n1CC1CCCO1 (stereo unspecified)	22.5	0.9	0.9	-5.9	-5.8	0.7	-9.1	0.8	0.8	1
CN(c1ccc(OCC(=O)Nc2ccc3[nH]c(=O)[nH]c3c2)cc1)S(=O)(=O)c1ccc(Cl)cc1	-0.6	1	-6.3	-5.7	2.1	1	-8.2	1	0.9	1.1
O=C(NCCO)c1ccccc1O	3.2	1.1	-2.9	-5.1	7.8	1	-2.1	1	1	1
CCOC(=O)Oc1ccc2oc(=O)cc(C)c2c1	5.0	1	-0.3	-5.2	3.3	1	-6.2	0.9	1	1
CSc1ncc(CN2CCN(CCC(C)C)C(CCO)C2)cn1 (stereo unspecified)	16.8	0.9	-2.3	-9.9	10.2	1.1	-1.5	0.8	0.9	1
O=C(NCc1ccccc1)N[C@@H](Cc1c[nH]c2ccccc12)C(=O)O	14.9	0.9	-8.7	-13.8	15.6	1	3.0	0.9	0.9	1.1
CC(C)c1ccc2occ(-c3nn[nH]n3)c(=O)c2c1	2.0	1.2	-2.2	-1.2	-0.9	1	-8.6	1	1.2	1
CCOC(=O)c1c(NC(=O)CSc2n[nH]c(N)n2)sc(CC)c1C	23.7	0.9	-1.8	-25.2	2.9	1	-1.9	0.8	0.9	1
C/C(=N\Nc1nc(-c2cc(C)ccc2C)cs1)c1cc2c(ccc3ccccc32)oc1=O	11.9	1	10.3	-1.5	4.6	1	-0.7	0.9	0.9	0.9
COCCNC(=O)CSc1nc2cc3c(cc2c(=O)n1CCCC(=O)NCc1ccc(OC)cc1)OCO3	7.2	1	5.5	-5.9	-4.0	1	-0.8	0.9	0.9	0.9
Cc1nc(C)c(-c2csc(Nc3cccc(O)c3)n2)s1	16.6	0.9	0.1	-5.4	4.7	0.7	-0.2	0.8	1	1
CCOC(=O)C1CCCN(c2c(NCCN(C)Cc3ccccc3)c(=O)c2=O)C1 (stereo unspecified)	-0.8	1.1	-2.3	10.0	17.7	1.1	-3.3	1	1.1	1
O=C(Nc1ccc(N2CCN(Cc3ccccc3)CC2)cc1)c1ncn[nH]1	-3.0	1.1	-5.8	-7.7	6.3	1.2	0.7	1	1	1.1
CC(=O)c1cc(-c2ccccc2)n(CC(=O)NC2CCCC2)c1C	-2.3	1	3.7	0.1	-1.9	1	3.4	1	1.1	1
COC(=O)c1c(NC(=O)/C=C/C(=O)O)sc(C)c1-c1ccc(C)c(C)c1	12.8	1	1.5	0.9	5.6	1	-6.7	0.9	0.9	1
CC(=O)N1CCN(C(=O)c2cc(C)nc3ccccc23)CC1	6.4	1	-6.0	-9.0	-3.5	1.1	-2.6	0.9	1	1.1
CCc1cc2c(cc3c(=O)n(CC(=O)NCCCN4CC(C)CC(C)C4)ncn32)s1 (stereo unspecified)	13.2	0.9	-3.8	-13.3	-2.6	1	-4.2	0.9	1	1
CCn1c(SCC(=O)N2CCCCC2C)nc2ccsc2c1=O (stereo unspecified)	15.0	1	-7.8	-14.7	4.5	1.1	-0.2	0.8	0.9	1.1
CCC(C)(C)NC(=O)c1sccc1Oc1ccc(F)cc1[N+](=O)[O-]	29.6	1	-3.8	-8.5	13.4	1.1	-8.8	0.7	1.1	1
COC(=O)CN(c1ccccc1F)S(=O)(=O)c1ccccc1	-9.5	1.1	-2.8	-8.4	0.5	1	-5.0	1.1	1	1
CC(=O)c1sc(NC(=O)c2ccco2)nc1-c1ccccc1	22.2	0.9	-4.6	-22.5	-4.0	0.5	2.0	0.8	0.9	1
Nc1nc(-c2ccc(Cl)cc2)nn1C(=O)c1cccs1	1.6	1.1	-8.0	-15.4	7.5	1	-0.1	1	1.1	1.1
CCOC(=O)C(=O)NCc1ccc(/C=C2/N=C(C)C(C(=O)OCC)=C2O)o1	12.2	0.9	1.1	-3.8	13.2	1.1	-1.2	0.9	1.2	1
NC(=O)COc1ccccc1/C=C1/SC(=O)N(CC(=O)N2CCc3ccccc3C2)C1=O	20.4	0.9	-0.4	-4.0	1.8	1.1	-2.1	0.8	0.9	1
Cc1cc(N(C)C)nc(SC(C)C)n1	11.1	1	4.1	-10.7	5.9	1	-1.5	0.9	0.9	1
CC(c1ccccc1)C1C(C#N)=C(N)OC2=C1C(=O)CC(C)(C)C2 (stereo unspecified)	-1.0	1.1	-4.8	-10.8	9.2	1	-0.5	1	1	1
COc1ccc(C(=O)CSc2nc(C)cc(=O)[nH]2)cc1	7.2	1.2	-2.1	-15.0	-16.4	1.1	-0.4	0.9	1.1	1
COc1ccc(OC)c(CNC(=O)CCNC(=O)Cn2ccc3ccccc3c2=O)c1	2.9	1	-1.2	-7.0	4.5	1	2.2	1	0.9	1
CC(c1nc2ccccc2o1)N1C(=O)c2ccccc2C1=O (stereo unspecified)	19.5	1	-6.7	-12.8	7.9	1.1	5.4	0.8	0.3	1.1
Cc1cccc(CN2CCN(c3nc4nonc4nc3NC3CC3)CC2)c1	-13.1	1	-0.7	-9.0	8.7	1	-2.9	1.1	1	1
CC(C)CC(=O)Nc1ccccc1-c1nnn(CC(=O)N2CCOCC2)n1	9.8	0.9	-1.9	-0.3	-14.7	1.1	0.4	0.9	1	1

Pulled by structure from the entries so far:
Structure	Diaph inh CS	PMI act hi M6P	TNAP inh hiacc	TNAP inh no acc	G6PDH CS	FLuc act counter	Efa HMGR inh	Diaph act CS	PMI activator	TNAP act hiacc
CC(C)CC(=O)Nc1ccccc1-c1nnn(CC(=O)N2CCOCC2)n1	9.8	0.9	-1.9	-0.3	-14.7	1.1	0.4	0.9	1	1
CC(c1ccccc1)C1C(C#N)=C(N)OC2=C1C(=O)CC(C)(C)C2 (stereo unspecified)	-1.0	1.1	-4.8	-10.8	9.2	1	-0.5	1	1	1

An unsorted share of the library; 1.7% or so of the library scored in one or more.
